Casp6 inh: human caspase-6 inhibitors, primary screen, biochemical, VEID-R110 fluorescence, single point, set 2. inhibition, % at 12.5 µM. P55212. hit rate 0.53% among 350,000. purified caspase-6, Z-VEID-R110 cleavage fluorescence;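 active means mean inhibition across replicates at least about 35%, with every replicate also reaching that limit, limit read from the data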;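 further: 0% = median of neutral control wells and 100% = no fluorescence left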
Target sequence (P55212 24-179 limits assumed): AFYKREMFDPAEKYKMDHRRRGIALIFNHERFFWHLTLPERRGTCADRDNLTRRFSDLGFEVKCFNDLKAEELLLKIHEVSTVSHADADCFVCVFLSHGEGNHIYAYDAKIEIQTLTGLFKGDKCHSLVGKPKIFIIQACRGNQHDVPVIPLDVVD
Target sequence (P55212 194-293 limits assumed): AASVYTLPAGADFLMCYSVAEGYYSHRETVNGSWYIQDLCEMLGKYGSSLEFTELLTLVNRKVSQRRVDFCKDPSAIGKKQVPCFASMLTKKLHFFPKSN
SIRT5 inh: SIRT5 desuccinylase inhibitors, primary screen, biochemical, fluorescence imaging, single point, set 5 | NAD-dependent protein deacylase sirtuin-5, mitochondrial (Homo sapiens), Q9NXA8 | inhibition, % at 15 µM | AID 652115, 2013 | Purified SirT5, succinyl-peptide AMC, trypsin-coupled fluorescence | hit rate 1.1% among 330,000; in the data active means inhibition above about 15%
Target sequence (Q9NXA8 whole entry, looked up): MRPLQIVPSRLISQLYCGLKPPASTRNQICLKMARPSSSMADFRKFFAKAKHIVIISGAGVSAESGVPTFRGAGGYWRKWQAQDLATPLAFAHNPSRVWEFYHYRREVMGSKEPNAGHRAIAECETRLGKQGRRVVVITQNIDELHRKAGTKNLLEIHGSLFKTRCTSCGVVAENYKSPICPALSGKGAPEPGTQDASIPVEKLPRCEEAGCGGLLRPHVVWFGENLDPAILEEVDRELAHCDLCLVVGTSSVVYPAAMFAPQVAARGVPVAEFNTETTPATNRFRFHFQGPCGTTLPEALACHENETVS
FN deposit inh: inhibitors of fibronectin matrix deposition, primary screen, AH1F cells, Alexa488-fibronectin fluorescence, plate reader. AH1F fibroblasts, overnight. inhibition, % at 12.6 µM. hit rate 0.086% among 350,000;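 active means mean inhibition across replicates of 30% or more, regardless of how many single replicates reach that level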;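 further: positive control wells lacked labelled fibronectin entirely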
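test system = AH1F fibroblasts assembling fluorescent fibronectin matrix | quantity = 10000 AH1F cells per well | buffer or medium = DMEM plus 2% serum, read in PBS | doses = single dose, pinned | incubation = 1 h cell attachment, overnight exposure to compound and label | detection = fluorescence at 485 nm excitation, 525 nm emission | read-out basis = inhibition from reduced deposited-fibronectin fluorescence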
S100A4 inh HTS: inhibitors of S100A4-myosin IIA peptide binding, primary screen, biochemical, fluorescence polarization, TAMRA-MyoIIA peptide | inhibition, % at 10.7 µM | hit rate 0.14% among 360,000 | AID 652163, 2013;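 active means mean inhibition of at least 70% across replicates, with every replicate also reaching that level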
Target sequence (P26447 whole entry, looked up): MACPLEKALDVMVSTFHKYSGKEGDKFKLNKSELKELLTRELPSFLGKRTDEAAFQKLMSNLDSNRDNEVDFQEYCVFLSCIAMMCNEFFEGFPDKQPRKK
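System – human S100A4 monomer protein, biochemical binding assay · Buffer or medium – Calcium-containing HEPES buffer, pH 7.2 · Timing – 5 min between mix addition and reading · Also added – TAMRA-labelled myosin IIA heavy-chain peptide probe, 5 nM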
esBAF inh: Bmi1 luciferase reporter increase in mESCs, primary screen, esBAF inhibitor project, mouse ES cells, Bmi1 luciferase knock-in, single point; 24 h; 100% = twice the neutral-well signal; hit rate 2% among 350,000; reporter increase, % at 12.5 µM; in the data active means activation above about 40%;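 further: 0% = median of the plate's neutral control wells and 100% = double that signal; a rise in the Bmi1 reporter signal indicates esBAF inhibition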
LGR2 inh: inhibitors of bursicon-induced LGR2 CRE-luciferase signal, primary screen, cell-based, HEK293, CRE-luciferase reporter, bursicon stimulation; inhibition, % at 9.99 µM; hit rate 0.35% among 380,000; Drosophila bursicon receptor LGR2 (rickets); bursicon-stimulated, 4 h; AID 720647, 2013;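 active means drop in luminescence signal, shown as inhibition above about 50% in the replicate tests, limit read from the data, passing the limit was not always enough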;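 further: agonist challenge used bursicon conditioned medium at about half maximal strength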
C2C12 statin: suppressors of statin myotoxicity in C2C12 myotubes, primary screen, cell-based, single point, plate reader. C2C12 myotubes + simvastatin, ATP luminescence, 48 h; scaled: DMSO 0, geranylgeraniol control 100. rescue of ATP level, % at 7.49 µM. hit rate 0.78% among 330,000. AID 602340, 2012;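 active means mean ATP rescue above about 67%, or every replicate alone reaching that limit, limit read from the data, passing the limit was not always enough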;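 further: myotubes were challenged with 10 µM simvastatin during compound exposure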
Active calls of the source: *; / = not tested or not shown; & = joins results of further samples. These rows are one share of the data; the hit share may differ from the screen's.

SMILES	Casp6 inh	SIRT5 inh	FN deposit inh	S100A4 inh HTS	esBAF inh	LGR2 inh	C2C12 statin
O=S(=O)(c1cccc(Br)c1)N1CCN(CCc2ccccc2)CC1	8	-6	0	-5	3	13	8
N#CCCn1c(SCC(=O)NCC2CCCO2)nc2ccccc21 (stereo not given)	/	/	-1	/	-7	/	-3
O=C(NN=C1CCCC1)c1cccc(Br)c1	0	1	0	-3	31	12	-9
OCC1OC(n2cnc3c(NCc4ccco4)ncnc32)C(O)C1O (stereo not given)	-4	1	5	2	/	-4	/
O=C(CCCC(=O)NC1CCCC1)NC1CCCC1	/	/	6	/	-10	21	-4
CC=Cc1ccc2n(c1=O)C[C@H]1[C@H](CO)[C@@H](C(=O)NCC3CC3)[C@@H]2N1C(=O)Nc1cc(F)ccc1F (mixture of isomers)	1	-12	2	1	1	-14	-5
COc1ccc(NC(=O)c2cc3c(s2)CCC3)cc1S(=O)(=O)N1CCOCC1	/	/	3	/	-8	/	-1
Cc1ccc2ccc(C(Nc3cccc(C(F)(F)F)c3)c3cccnc3)c(O)c2n1 (stereo not given)	1	-1	-2	2	6	-5	2
CCCn1ncc(CN2CCN(Cc3ccc(C)o3)C(CCO)C2)c1C (stereo not given)	-1	-3	0	1	/	-5	/
O=C(CN1C(=O)NC2(CCCC2)C1=O)NCc1cccc(Cl)c1	-2	-11	0	-1	0	-5	7
Cc1ccccc1-c1ccc(C2[C@H]3CNC[C@@H]2N3Cc2cncnc2)cc1 (stereo not given in full)	1	1	-10	14	/	-22	/
O=C(Nc1ccc(OC(F)(F)F)cc1)Oc1ccccc1N1CCOCC1	3	-1	1	-2	/	-21	/
O=C(NCc1ccc(Cl)cc1)N1CCN(S(=O)(=O)c2ccccc2)CC1	-2	-11	-1	-3	-4	7	2
CCOC(=O)c1ccc(CN2C(=O)c3ccccc3S2(=O)=O)cc1	0	0	-2	-3	2	0	3
O=C(COC(=O)/C=C/c1ccc(OC(F)F)cc1)NC1CCCCCCC1	-1	-1	-11	-1	2	9	-2
CCc1ccccc1NC(=O)CN(C)C(=O)COC(=O)c1c(Cl)cccc1Cl	0	-4	4	-2	5	-11	17
CCCSc1nc2sc3c(c2c(=O)n1CC)CC(C)(C)OC3	-5	-4	0	21	/	7	/
CN(CC(O)CN)CC(O)CN1CCCCC1 (stereo not given)	-240	6	/	-4	-8	-7	4
CCC(C)NC(=O)Cn1c(=O)n(-c2ccc(OC)cc2)c(=O)c2ccc(C(=O)NCc3ccc(C)cc3)cc21 (stereo not given)	0	2	-12	0	0	16	3
NS(=O)(=O)c1ccc(CCNC(=O)c2cccc3ccccc23)cc1	5	3	-1	0	-1	-5	3

Single records (already shown). Values in the order: Casp6 inh	SIRT5 inh	FN deposit inh	S100A4 inh HTS	esBAF inh	LGR2 inh	C2C12 statin
`CCc1ccccc1NC(=O)CN(C)C(=O)COC(=O)c1c(Cl)cccc1Cl` is entered as 0	-4	4	-2	5	-11	17
`O=C(COC(=O)/C=C/c1ccc(OC(F)F)cc1)NC1CCCCCCC1` is entered as -1	-1	-11	-1	2	9	-2
`O=S(=O)(c1cccc(Br)c1)N1CCN(CCc2ccccc2)CC1` is entered as 8	-6	0	-5	3	13	8
`O=C(Nc1ccc(OC(F)(F)F)cc1)Oc1ccccc1N1CCOCC1` is entered as 3	-1	1	-2	/	-21	/
`O=C(CCCC(=O)NC1CCCC1)NC1CCCC1` is entered as /	/	6	/	-10	21	-4

(listing goes on)
SMILES	Casp6 inh	SIRT5 inh	FN deposit inh	S100A4 inh HTS	esBAF inh	LGR2 inh	C2C12 statin
CCC(=O)N1C[C@H]2[C@@H](c3ccccc31)[C@H](CO)N2C(=O)Nc1ccccc1F	0	0	/	5	-3	10	-3
CCOC(=O)C(Cc1nc(OCc2ccccc2)cc(OCc2ccccc2)n1)=NO	-2	2	-4	17	-6	24	4
COc1ccc(-n2nnc3c(=O)n(CC(=O)Nc4cc(C)on4)cnc32)cc1	-1	-3	-20	-4	/	28	/
CCC(=O)N1C[C@@H](C)[C@@H](OC)CN(C)C(=O)c2ccc(NC(=O)C3CCCCC3)cc2OC[C@@H]1C	-2	-5	8	-16	8	8	6
COC(=O)c1sc2nc(C)nc(SCC(=O)Nc3sccc3C(N)=O)c2c1C	-1	-9	/	1	4	13	-6
COc1cccc(NC(=O)CN(C)C(=O)c2c(C)nn(CC(C)C)c2Cl)c1	1	-1	2	-1	2	11	24
C[C@H](O)C#Cc1ccc2c(c1)O[C@H](CN(C)CC1CCOCC1)[C@H](C)CN([C@@H](C)CO)S2(=O)=O	-1	1	-4	0	1	9	-4
CCN(CC)S(=O)(=O)c1ccc(N2CCCCC2)c(NC(=O)C2CCN(C(=O)c3ccc(F)cc3)CC2)c1	1	0	5	-7	-2	10	-48
Cc1ccc(CS(=O)(=O)c2ncc(Cl)c(C(=O)Nc3nnc(C)s3)n2)cc1	-2	3	0	0	-17	-28	-69
CN(C(=O)c1cccc(NC(=O)Cc2ccc(NC(=O)C3CCN(C(=O)C4CC4)CC3)cc2)c1)C1CCCCC1	1	-6	11	-5	-8	-1	-5
CC1CC(C)(C)NC(=S)N1CCC(=O)N1CCN(c2ccccc2)CC1 (stereo not given)	-2	-4	-8	-5	6	5	1
C[C@@H]1CN([C@@H](C)CO)C(=O)c2cc(NC(=O)Nc3cccc4ccccc34)ccc2O[C@@H](C)CCCCO[C@@H]1CN(C)Cc1ccc2c(c1)OCO2	/	/	/	/	3	-1	46
CCc1ccccc1NC(=O)C1(S(=O)(=O)c2ccc(C)cc2)CC1	-2	0	-7	1	1	8	7
Cc1onc(C(=O)Nc2sc3c(c2C(N)=O)CCCC3)c1[N+](=O)[O-]	7	1	-7	-6	/	-4	/
COc1ccc(CN(C)C[C@H]2OCCCC[C@H](C)Oc3ccc(NC(=O)c4ccncc4)cc3C(=O)N([C@H](C)CO)C[C@H]2C)cc1	0	0	-10	4	-3	12	/
CC(C)N(C(C)C)S(=O)(=O)c1ccc(N2CCc3ccccc3C2)nc1	1	3	-9	-1	/	14	/
CCn1c(=O)c2c(nc3n2CCCN3Cc2ccccc2)n(C)c1=O	1	3	0	-3	6	-19	-4
COc1ccc(NC2=Nc3ccccc3CC2)cc1	/	/	-3	/	9	/	-6
COc1ccccc1N1CCN(C(c2ccccn2)c2nnnn2C2CCCCC2)CC1 (stereo not given)	/	/	-2	/	-1	/	8
COc1cccc(OCc2nnc(SCC(=O)OCc3ccccc3)o2)c1	/	/	1	/	-5	2	-1
COCCCNC(=O)CS(=O)Cc1nc(-c2ccccc2C)oc1C (stereo not given)	1	0	3	-3	-2	-18	-3
COc1ccc(S(=O)(=O)n2ccc(-c3cnc(-c4ccccc4)s3)n2)cc1	/	/	7	/	21	/	16
O=C(NCC[C@H]1CC[C@@H](NS(=O)(=O)Cc2ccccc2)[C@H](CO)O1)C1CCCC1	-2	5	-2	4	-1	-7	4
CCCN1C2CCCC1CC(NC(=S)Nc1cc(C)cc(C)c1)C2 (stereo not given)	-11	-8	-4	-3	/	-25	/
CSc1cccc(NC(=O)CN2C(=O)c3ccccc3S2(=O)=O)c1	1	/	0	-1	-33	17	4
C/C(=N\NC(=O)Cn1c(-c2ccccn2)nc2ccccc21)c1cccc(O)c1	6	0	-4	2	/	15	/
C[C@@]12C(=O)N(CC3CC3)CC(=O)N1[C@H](/C=C/c1ccccc1)[C@@H]1C(=O)N(c3ccccc3)C(=O)[C@@H]12	-1	2	-7	-1	4	/	9
Cc1nc2ccc(NC(=O)CSc3nnc(C)s3)cc2[nH]1	1	0	10	2	-5	-6	-1
CO[C@H]1CN(C)C(=O)c2cc(NC(C)=O)ccc2OC[C@H](C)N(C(=O)C2CC2)C[C@H]1C	-1	1	-2	3	-2	-19	6
C[C@@H]1CNC(=O)c2c(C(=O)Nc3ccc(CNC(=O)OC(C)(C)C)cc3)ncn21	1	-2	-18	-6	20	-4	5
CN(C)c1ccc(C=NCC2COc3ccccc3O2)cc1 (stereo not given)	-1	-2	-7	-4	/	1	/
CC(=O)Oc1ccc(/C=C2\C=C(c3ccc(C)cc3)OC2=O)cc1	-2	-5	5	-10	-3	8	3
CC1CCN(C(=O)C(NS(=O)(=O)c2cccc3nsnc23)c2ccccc2)CC1 (stereo not given)	/	/	-2	/	-6	/	0
C/C=C/c1cnc2c(c1)C(=O)N([C@H](C)CO)C[C@@H](C)[C@H](CN(C)Cc1ccncc1)O2	0	0	/	-7	-6	-16	11
COCC(=O)N(C)C[C@@H]1Oc2ncc(C#C[C@@H](C)O)cc2C(=O)N([C@H](C)CO)C[C@@H]1C	6	-2	-12	8	4	21	7
COCCNC(=O)CSc1nc2sccc2c(=O)n1-c1ccccc1	/	2	-6	-2	-3	3	8
CN(N=Cc1ccc2c(c1)OCO2)C(=O)c1ccccc1N	1	/	1	1	/	-9	/
Cc1ccc(-c2ccc3c(c2)O[C@@H](CN(C)C(=O)NC(C)C)[C@@H](C)CN([C@H](C)CO)S3(=O)=O)cc1	1	4	/	10	1	8	36
CC(CNC(=O)c1ccc(-c2ccccc2)cc1)CN(C)C (stereo not given)	/	/	2	/	-4	/	-2
COc1cc(NC(=S)N(C)C)c(OC)cc1Cl	-6	-4	3	2	/	14	/

Quoted at random: 3 compounds from above.
SMILES	Casp6 inh	SIRT5 inh	FN deposit inh	S100A4 inh HTS	esBAF inh	LGR2 inh	C2C12 statin
Cc1nc2ccc(NC(=O)CSc3nnc(C)s3)cc2[nH]1	1	0	10	2	-5	-6	-1
CCCN1C2CCCC1CC(NC(=S)Nc1cc(C)cc(C)c1)C2 (stereo not given)	-11	-8	-4	-3	/	-25	/
CC1CCN(C(=O)C(NS(=O)(=O)c2cccc3nsnc23)c2ccccc2)CC1 (stereo not given)	/	/	-2	/	-6	/	0

Next records.
SMILES	Casp6 inh	SIRT5 inh	FN deposit inh	S100A4 inh HTS	esBAF inh	LGR2 inh	C2C12 statin
Clc1ccc(OCCCCCN2CCOCC2)cc1	1	-24	-1	-1	-3	-1	5
CCCN(C)C[C@H]1Oc2cc(-c3ccc(OC)cc3)ccc2S(=O)(=O)N([C@H](C)CO)C[C@H]1C	-1	0	1	-7	-4	0	/
C#CC1(O)CCC2C3CCc4cc(O)cc(C)c4C3CCC21C (stereo not given)	5	1	6	-2	0	-41	6
Cc1ccc(S[C@@H](CCN2CC[C@H](C)CCC2=O)c2ccccc2)cc1	1	-1	/	-1	11	12	-6
CCc1c(C)nc(SCC(=O)NNC(=O)c2ccco2)[nH]c1=O	2	-4	19	1	3	-11	-11
C[C@@H]1CN([C@H](C)CO)C(=O)Cc2cc(N(C)C)ccc2O[C@H]1CN(C)C(=O)Nc1cccc2ccccc12	-2	7	/	14	-2	-5	12
C[C@H]1CN([C@@H](C)CO)C(=O)Cc2cc(NS(=O)(=O)c3ccc(F)cc3)ccc2O[C@H]1CN(C)C	/	-4	/	6	-8	0	-6
O=S(=O)(Nc1cccc2c1CCCC2)c1cccc(C(F)(F)F)c1	5	8	-2	-4	/	-4	/
Cc1noc(C)c1NC(=O)N(C)C[C@H]1Oc2c(NC(=O)C3CC3)cccc2C(=O)N([C@H](C)CO)C[C@@H]1C	-1&-1	2&-6	-3	-4&-3	-6&5	-6&2	-5&7
COc1ccc(CCNC(=O)COc2ccc(S(=O)(=O)NC3CCCCC3)cc2Cl)cc1OC	4	0	5	-4	/	/	/
CCN(CC)C(=O)c1ccc2c(c1)nnn2C	-1	-2	4	0	/	10	/
